# High-throughput results (PubChem)
# D1 antagonist: human D1 dopamine receptor antagonism. P21728. HEK293 TREx D1 cells, calcium flux, dopamine EC80; stronger effect = lower value. activity change, negative = inhibition, % at 10 µM. 360,000 compounds, 3.2% hits. AID 504652; in the data active means activity change below about -30%; further: on the % scale 0 is the no-effect control and ±100 the full control effect
#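 Tetracycline-induced HEK293 T-REx cells with force-coupled D1 receptor were loaded with a no-wash calcium dye. Compound was added after a 10 s baseline and read kinetically for 180 s; EC80 dopamine was then added and calcium flux followed another 180 s.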
# RXFP1 ag: agonists of human relaxin receptor RXFP1 | Q9HBX9 | HEK293T-RXFP1 cAMP TR-FRET, 30 min; response scale: percent of porcine relaxin response, buffer zero | Potency, µM (top dose mostly 57.5 µM), for the others: at the top dose activation, usual class: activators | 370,000 compounds, 0.3% hits | AID 2676; further: potency means the concentration at half of the fitted maximal effect; on the % scale 0 is the no-effect control and ±100 the full control effect; nearly all actives have a fitted effect of over 60% in size; many of its hits are not listed in these tables
# Target sequence (Q9HBX9 whole entry, looked up): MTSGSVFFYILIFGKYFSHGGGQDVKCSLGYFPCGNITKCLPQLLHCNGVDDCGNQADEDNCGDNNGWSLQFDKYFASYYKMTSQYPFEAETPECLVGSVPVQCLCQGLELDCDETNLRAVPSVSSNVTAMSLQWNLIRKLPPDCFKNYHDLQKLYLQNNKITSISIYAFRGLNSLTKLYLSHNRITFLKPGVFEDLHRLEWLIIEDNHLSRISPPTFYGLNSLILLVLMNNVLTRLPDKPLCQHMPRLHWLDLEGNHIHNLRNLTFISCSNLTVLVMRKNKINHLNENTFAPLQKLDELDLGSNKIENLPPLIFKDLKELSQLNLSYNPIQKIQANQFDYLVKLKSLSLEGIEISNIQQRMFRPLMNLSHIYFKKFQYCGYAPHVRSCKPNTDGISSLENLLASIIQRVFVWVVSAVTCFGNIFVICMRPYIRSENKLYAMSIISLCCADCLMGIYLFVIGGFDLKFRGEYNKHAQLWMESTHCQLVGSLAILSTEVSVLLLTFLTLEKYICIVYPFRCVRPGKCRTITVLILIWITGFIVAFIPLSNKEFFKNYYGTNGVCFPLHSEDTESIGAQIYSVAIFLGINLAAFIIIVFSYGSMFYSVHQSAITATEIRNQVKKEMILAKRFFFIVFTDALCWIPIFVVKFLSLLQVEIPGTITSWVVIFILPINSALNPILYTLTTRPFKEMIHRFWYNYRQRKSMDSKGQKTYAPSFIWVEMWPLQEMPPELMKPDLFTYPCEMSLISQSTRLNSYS
#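 HEK293 cells stably expressing RXFP1, treated 30 min at 37C with compounds plus PDE4 inhibitor Ro 20174; cAMP measured by HTRF TR-FRET. Normalized to buffer and 29 nM porcine relaxin; EC50 by Hill fit.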
# TRHR enhancer: allosteric enhancers of human TRH receptor; TRHR cells, fluo-8 calcium fluorescence, EC20 TRH enhancement; enhancement, % at 2 µM; 360,000 compounds, 0.66% hits; in the data active means enhancement above about 30%; further: 0% is about no effect
#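 TRHR-expressing cells loaded with fluo-8 calcium dye were read kinetically (ex 480/em 530) during compound addition, then stimulated with an EC20 of TRH (10 nM final). Enhancement of the Gq-mediated intracellular calcium response was scored.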
# Apoferritin bind: binds horse apoferritin like a general anesthetic; P02791; apoferritin/1-aminoanthracene competitive binding, fluorescence; Potency, µM (titrated, usually from 77.5 µM), for the others: top-dose activity change, negative = displacement, hits mostly inhibitors; 350,000 compounds, 0.074% hits; further: potency means the concentration at half of the fitted maximal effect; on the % scale 0 is the no-effect control and ±100 the full control effect; nearly all actives have a fitted effect of over 20% in size
# Target sequence (P02791 2-175 limits assumed): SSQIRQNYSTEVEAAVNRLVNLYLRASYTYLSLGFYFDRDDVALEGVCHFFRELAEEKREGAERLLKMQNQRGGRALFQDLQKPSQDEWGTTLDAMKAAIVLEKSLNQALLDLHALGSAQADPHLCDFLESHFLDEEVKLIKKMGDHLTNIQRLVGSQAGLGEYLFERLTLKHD
#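 Steps: apoferritin (10 uM) was premixed with half-saturated 1-AMA in PBS, compounds were pin-transferred, plates stood 10 min at room temperature, fluorescence was read at 380/535 nm, and curves were fitted with a Hill equation.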
# D1 ag: activates the human D1 dopamine receptor; activation, % at 2 µM; HEK293 T-REx D1 cells, calcium flux, agonist mode; P21728; 360,000 compounds, 1% hits; in the data active means activation above about 30%; further: 0% is about no effect
#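 Inducible HEK293 T-REx D1 cells, force-coupled to calcium signalling, were plated at 4000 cells/well with tetracycline and held overnight at 30 C. After no-wash calcium dye loading, compound-evoked calcium rise over 180 s flagged agonists.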
# D2 potentiator: positively modulates the human D2 dopamine receptor allosterically | HEK293 T-REx D2, calcium flux, EC20 dopamine potentiation | AID 485347 | 340,000 compounds, 0.34% hits | potentiation, % at 10 µM;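 active means potentiation over 3 SD above the plate norm, cut at about 30% in these data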; further: 0% is about no effect
#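 Tetracycline-induced Hek293 Trex D2 cells, force-coupled to calcium, loaded with no-wash calcium dye. Compound added with 180 s kinetic read for agonism, then EC20 dopamine and a further 180 s read for potentiation.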
# D1 potentiator: human D1 dopamine receptor positive modulation | 360,000 compounds, 0.036% hits | potentiation, % at 10 µM | HEK293 TREx D1 cells, calcium flux, dopamine EC20 potentiation | AID 504651 | P21728; in the data active means potentiation above about 30%; further: 0% is about no effect
# RXFP1 antagonist: blocks the human relaxin receptor RXFP1; AID 1259400; 350,000 compounds, 0.59% hits; activity change, negative = inhibition, % at 57.5 µM; HEK293-RXFP1, relaxin-stimulated cAMP HTRF, 30 min; stronger effect = lower value; Q9HBX9;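 active means activity change of -60% or lower, but not beyond a set lower limit; inconclusive means change between -60% and -40%, or beyond the set limit; inactive means change above -40%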; further: on the % scale 0 is the no-effect control and ±100 the full control effect
# TRHR ag: agonists of human TRH receptor; P34981; TRHR cells, calcium flux fluo-8, FDSS agonist mode; activation, % at 2 µM; 360,000 compounds, 0.18% hits; AID 493084; in the data active means activation above about 30%; further: 0% is about no effect
#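 Fluo-8-loaded TRHR cells; 10 s baseline, compound added, kinetic Ca2+ fluorescence read 1/s, agonist mode.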
# Active calls of the source: *; ? = inconclusive; / = no result given; [ ] = remark or other dose. Unless noted, the call rests on the fitted dose curve; in most records, active means well fitted curve in the direction sought with a large enough effect; inconclusive means small, poorly fitted or top-dose-only effect, or another doubt; inactive means no such curve, though single readings can be large; an effect the other way counts as inactive or inconclusive. This is a subset. The share of hits here may be higher or lower than overall.
SMILES,D1 antagonist,RXFP1 ag,TRHR enhancer,Apoferritin bind,D1 ag,D2 potentiator,D1 potentiator,RXFP1 antagonist,TRHR ag
Cc1cc([N+](=O)[O-])ccc1NC(=O)c1ccc(NC(=O)C(C)C)cc1,/,4.3%,-2.2,-23.2%,0.6,4.7,-1.4,-3.4,0.8
N#Cc1ccc(S(=O)(=O)N2CCN(C(=O)[C@@H]3CCCN3C(=O)c3cccs3)CC2)cc1,7.4,0.0%,-4.1,/,0.6,18.7,-2.3,1.9,-1.1
Cc1ccc(C)c2sc(NC(=O)c3ccc(S(=O)(=O)N4CCC(C)CC4)cc3)nc12,-2.5,5.6%,1.8,-18.9%,3.2,-3.5,-2.5,/,0.4
Cc1cc(O)c(-c2n[nH]c3c2C(c2cccc(O)c2)N(Cc2cccnc2)C3=O)cc1Cl (stereo not given),0.5,6.6%,5.0,-4.8%,0.7,-17.8,-4.7,-4.7,0.2
CCOC(=O)C1=C(COC(=O)CCCOc2ccccc2)NC(=O)NC1C (stereo not given),-8.4,0.0%,10.0,/,4.5,-2.4,-0.8,-10.9,-0.2
COc1cccc(/C=C/c2onc(C)c2S(=O)(=O)N2CCC(C(=O)N3CCC(C)CC3)CC2)c1,-4.9,2.0%,-2.9,-18.5%,5.6,-1.1,-3.4,-16.5,0.0
COc1ccc(CCNC(=O)COC(=O)c2ccccc2NCCO)cc1OC,10.5,2.9%,-10.5,/,0.7,-3.9,0.1,10.1,-0.2
CC(=O)c1cccc(NC(=O)CC2S/C(=N/N=C/c3ccccc3)NC2=O)c1 (stereo not given),-2.2,1.9%,4.1,-8.1%,3.1,-0.1,-2.4,-3.1,0.0
CCCCNC(=O)Oc1cc(CCl)on1,-8.5,1.5%,-5.5,-4.2%,0.7,-2.2,14.4,/,0.1
O=P(OC1CCCCC1)(OC1CCCCC1)C(O)c1c(Cl)cccc1Cl (stereo not given),-3.3,3.1%,-7.4,-21.2%,2.7,-9.3,1.0,-2.2,0.2
CC(C)(C)C(=O)NC1CCN(S(=O)(=O)c2ccccc2F)CC1,-17.3,-2.3%,5.5,0.2%,2.6,4.4,-5.5,0.3,0.0
CCN(CC(=O)N1CCCC1)S(=O)(=O)c1ccc(F)cc1,12.9,-0.8%,-7.5,-5.7%,3.3,6.0,0.0,3.7,0.1
CC(=O)c1ccc(S(=O)(=O)N2CCN(C(=O)CSC(=S)N3CCCC3)CC2)cc1,-17.1,0.3%,-1.4,/,24.0,-1.8,-5.8,-12.3,1.6
Cc1ccc(C(=O)N2CC(=O)Nc3ccccc32)o1,5.4,2.3%,-0.3,-1.2%,0.1,9.6,1.9,-3.5,0.1
COc1ccc(N2CCN(c3ccc4nnc(CCC(=O)Nc5ccc(C)cc5)n4n3)CC2)cc1,-8.7,16.0%,-1.4,-8.2%,1.1,8.2,0.5,1.5,-0.9
CCCCn1c(Cn2nc(C(=O)O)c3ccccc3c2=O)nc2cc(S(N)(=O)=O)ccc21,4.6,1.5%,6.9,-4.0%,2.2,-8.4,-1.6,-1.3,0.0
Cc1cc(NC(=O)CSc2nc3ccccc3n2CC(C)C)no1,-4.5,2.8%,-4.1,-8.3%,3.0,-3.2,-4.3,-3.1,0.3
CN1CCN(CCOc2ccc(Cc3ccccc3)cc2)CC1,-18.8,0.4%,1.0,?,7.5,-0.9,-2.8,-5.4,0.5
CN(C(=S)NC(=O)c1ccc(Br)o1)c1ccccc1,9.9,2.0%,0.0,-11.6%,2.1,8.8,-2.4,-2.2,0.1
O=S(=O)(c1ccc2c(c1)OCCO2)N1CCN(S(=O)(=O)c2cccc[n+]2[O-])CC1,-28.5,/,-3.5,/,0.2,/,1.6,/,-0.7

# A second format for part of the listing above:
# Values run as follows: D1 antagonist	RXFP1 ag	TRHR enhancer	Apoferritin bind	D1 ag	D2 potentiator	D1 potentiator	RXFP1 antagonist	TRHR ag
CCN(CC(=O)N1CCCC1)S(=O)(=O)c1ccc(F)cc1
→ 12.9	-0.8%	-7.5	-5.7%	3.3	6.0	0.0	3.7	0.1
O=S(=O)(c1ccc2c(c1)OCCO2)N1CCN(S(=O)(=O)c2cccc[n+]2[O-])CC1
→ -28.5	/	-3.5	/	0.2	/	1.6	/	-0.7

# Continued.
SMILES,D1 antagonist,RXFP1 ag,TRHR enhancer,Apoferritin bind,D1 ag,D2 potentiator,D1 potentiator,RXFP1 antagonist,TRHR ag
COc1ccc(NC(=O)COc2ccccc2Cc2ccccc2)cc1S(N)(=O)=O,-13.9,0.6%,-3.0,-15.5%,7.3,5.9,-1.4,-7.4,-0.8
O=C(CN1CCCCCC1)N/N=C/c1cccs1,-1.7,2.2%,10.8,-13.6%,1.8,11.5,-1.9,20.3,0.4
O=C1c2ccccc2C(=O)N1OCc1c(F)cccc1Cl,4.8,-0.7%,-6.4,-17.9%,1.3,-17.3,5.6,13.1,0.9
CCn1c(SCC(=O)Nc2nccs2)nnc1-c1ccccc1,2.7,0.5%,-1.8,-9.2%,3.3,8.2,-7.7,-7.1,-0.2
Cc1c(C(=O)NN)sc(=S)n1C,-3.1,-3.3%,5.8,-11.7%,0.2,5.6,-10.6,3.3,-0.6
CN(CC(=O)NC(=O)NC1CCCCC1)CC(=O)Nc1ccc(Cl)cc1,-28.1,-0.3%,4.7,/,2.4,2.3,-3.7,2.7,-0.1
COCCN1C=C(C(=O)OC)C(c2cc(Br)c(OC)c(OC)c2)C(C(=O)OC)=C1,-4.3,1.2%,3.6,253.7%[activator],0.1,33.5*,-2.2,6.2,-1.8
COc1ccc(NC(=O)CN2CCN(S(=O)(=O)N(C)C)CC2)cc1,-6.6,0.8%,5.1,-1.9%,1.1,-3.6,-2.5,0.7,1.1
CCn1nc(C)c(C2C(C#N)=C(N)Oc3n[nH]c(C)c32)c1C (stereo not given),7.2,2.5%,10.6,-2.8%,-0.6,0.3,-0.3,-6.4,0.4
Cc1cc(C)cc(Oc2ccccc2/C=N\O)c1,1.8,0.4%,5.7,-15.0%,8.8,8.5,-6.1,-13.7,-1.3
COCCNCCCCOc1ccc(C)cc1[N+](=O)[O-],-5.6,-0.7%,0.7,-9.2%,4.8,/,-8.0,-7.9,-0.8
CCCn1c(Nc2ccccc2C)nc2ccccc21,-7.3,-0.7%,-4.8,-3.4%,-0.4,-12.7,-6.2,2.4,-0.3
CCOc1cc(C(=S)N2CCCC2)ccc1OC,-2.1,0.0%,-1.5,-5.0%,0.3,5.5,0.1,-2.7,0.6
CN1CCC(OC(=O)c2ccc(Cl)cc2Cl)CC1,-21.9,0.2%,14.4,-4.1%,4.9,-14.6,-8.2,-2.6,1.7
CCOc1ccccc1NC(=O)NCc1noc2ccc(C)cc12,-15.9,1.9%,-10.6,-18.3%,2.5,1.3,-5.8,-5.8,0.2
Cc1ccc(S(=O)(=O)NCCC(=O)Nc2ccc(Cl)c(Cl)c2)cc1C,13.4,2.1%,6.8,-23.8%,3.8,-2.0,-3.6,-7.3,-0.9
CCCN(CC1CC1)C(=O)COC(=O)c1oc2ccc(OCC)cc2c1C,-0.9,0.8%,16.1,/,5.7,9.5,0.5,-19.4,0.4
Oc1oc(-c2ccccc2)nc1C=NCc1ccncc1,8.4,-0.7%,-0.9,-14.3%,-1.0,4.9,-3.9,-8.1,-0.1
CCC(c1nnc(SCC(=O)Nc2ccc(NC(C)=O)cc2)n1Cc1ccccc1)N(C)C (stereo not given),8.4,-0.1%,-4.9,-2.9%,2.9,-19.0,-1.0,-11.2,0.8
CCOC(=O)/C(N=O)=C(\O)C1CCN(C(=O)OCC)CC1,3.6,-0.6%,2.8,-11.0%,0.4,-5.5,-3.0,1.6,-0.1
Cc1ccc(NS(=O)(=O)c2ccc(C(=O)NCCCN3CCOCC3)cc2)cc1,26.5,-0.4%,9.3,/,3.2,13.2,5.5,-1.2,0.0
Cc1cc(OC(=O)c2ccccc2Br)cc(=O)n1C,-24.8,1.8%,1.2,-14.7%,1.0,14.6,-0.1,-5.0,-0.5
O=C(Oc1ccc2cc(Br)ccc2c1)N1CCCCCC1,-7.1,1.4%,2.3,-21.9%,40.6*,3.3,-1.2,/,1.2
COc1ccc(N2C(=O)CSC2c2cccs2)cc1 (stereo not given),11.5,1.5%,4.0,?,6.0,-4.3,-1.4,-3.0,0.0
COc1ccc(N)cc1-n1cnnn1,-10.7,0.3%,-0.1,-2.7%,5.6,0.4,-2.4,-1.2,0.2
Cc1c(NC(=O)OCCNC(=O)COc2c(Cl)cccc2Cl)sc(=S)n1C,-13.2,0.1%,1.5,-10.0%,-0.1,4.0,-5.6,4.6,-0.7
CCOc1ccccc1N(C(=O)CNC(=O)c1ccco1)C(C(=O)NC1CCCC1)c1ccncc1 (stereo not given),5.4,-0.8%,3.0,10.3%,2.0,20.3,-1.9,-12.2,-0.5
O=[N+]([O-])c1ccc(N/N=C\c2ccccc2OCc2ccccc2)cc1,-1.9,0.4%,3.0,-14.7%,16.6,-10.3,-2.4,3.3,3.9
Cc1ccc(C2C(C(=O)c3sc(C)nc3C)=C(O)C(=O)N2CCCN(C)C)o1 (stereo not given),1.7,0.9%,12.5,-6.0%,1.9,-2.4,-2.4,/,-1.9
COc1ccc(Cl)cc1NC(=O)c1ccco1,4.0,0.4%,-4.3,-12.6%,4.5,-2.6,-2.7,-3.5,0.1
COC(=O)CNC(=O)c1ccc(F)cc1,13.6,1.0%,-0.4,9.9%,3.1,10.9,-1.6,-0.3,0.7
COCc1n[nH]c(=S)n1-c1cccc2ccccc12,0.8,4.5%,1.3,-6.6%,4.0,1.4,-2.3,8.2,0.2
Cc1ccc(C(=O)OCC(=O)N2CC(C)CC(C)C2)cc1S(=O)(=O)N1CCCCC1 (stereo not given),-14.5,0.7%,-14.6,/,5.0,-6.7,2.0,-14.4,-0.7
CCOc1cc(NC(=O)C2CC2)c(OCC)cc1NC(=O)c1cc(OC)c(OC)c(OC)c1,-14.3,2.5%,5.1,-2.2%,0.9,9.9,-6.2,-4.9,0.0
O=C(CN1C(=O)CCC1=O)Nc1nc(-c2ccc(Cl)s2)cs1,-16.9,1.0%,-3.3,0.8%,2.6,11.4,0.6,-33.8,-0.9

# Reformatted as tab-separated lines: part of the list above.
Molecule	D1 antagonist	RXFP1 ag	TRHR enhancer	Apoferritin bind	D1 ag	D2 potentiator	D1 potentiator	RXFP1 antagonist	TRHR ag
COc1ccc(N)cc1-n1cnnn1	-10.7	0.3%	-0.1	-2.7%	5.6	0.4	-2.4	-1.2	0.2
Cc1cc(OC(=O)c2ccccc2Br)cc(=O)n1C	-24.8	1.8%	1.2	-14.7%	1.0	14.6	-0.1	-5.0	-0.5
